# TAG inh = reduces triacylglycerol accumulation in H9c2 cells; Nile Red lipid (TAG) fluorescence; cells loaded with 200 µM oleic acid; inhibition, % at 12.5 µM; hit rate 0.66% among 230,000;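 active = pattern-corrected inhibition of lipid staining of at least 50% with the nuclear-stain viability signal not falling by more than 50%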;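 also: 0% = DMSO wells and 100% = triacsin C control wells; some results filed as inactive read as strong as hits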
# TAG inh DAPI viability = recorded beside TAG inh, whose call it bears; DAPI nuclei signal change (viability), lower = more cytotoxic, %;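 whole-well DAPI fluorescence read on a plate reader as a viability signal; minus 50 percent equals half of cells still viable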
# Active calls of the source: *; i = inactive. Only part of the results is shown (hit frequency here may not be typical).
item | smiles | TAG inh | TAG inh DAPI viability
1 | COc1ccc(NC(=O)c2cc(S(=O)(=O)N3CCOCC3)cn2C)c(OC)c1 | -7 | 9
2 | CCn1nc(C(=O)NCC2COc3ccccc3O2)c2ccccc2c1=O (stereo not given) | -3 | 2
3 | Cc1ccc(CNc2nc3ccccc3s2)s1 | -41 | -18
4 | CCCn1c(SCC(=O)N2CCCC2)nc2c1c(=O)n(C)c(=O)n2C | 5 | 12
5 | Cc1ccc(Cn2c(C(C)Nc3nc(-c4ccc(Cl)cc4)cs3)nc3cc(C(=O)NCCCO)ccc32)cc1 (stereo not given) | -13 | 8
6 | CC(C)Cc1nnc(NS(=O)(=O)c2ccccc2)s1 | 0 | 0
7 | Cc1ccc(NC(=O)CN(C)CC(=O)Nc2ccc(F)c(F)c2F)c(Cl)c1 | -4 | 3
8 | CC[n+]1c(/C=C/C=C/N(C(C)=O)c2ccccc2)sc2ccccc21 | -365 | -4
9 | C=CCn1c(=O)c(C(=O)Nc2ccccc2O)c(O)c2ccccc21 | 6 | -2
10 | COc1cc(Cn2c3ccc(NC(=O)CC(C)C(F)(F)F)cc3c(=O)n2C)ccc1F (stereo not given) | -3 | 2
11 | Cc1ccsc1C(=O)N1CCCCCC1(C)C(=O)NCC(C)C (stereo not given) | 6 | 17
12 | CCOc1cccc2sc(N(CCCN(C)C)C(=O)c3ccc(S(=O)(=O)N(CC)Cc4ccccc4)cc3)nc12 | 8 | 1
13 | COc1ccc(-c2oc3ccc(-c4ccc5c(c4)OCO5)cc3c2C#CC2(O)CCCCC2)cc1 | -5 | i
14 | Cc1ccc(NC(=O)CN(C)C(=O)COC(=O)c2ccc(Cl)cc2O)cc1 | 13 | -10
15 | CCC(=O)N(CCC(Cc1ccccc1)c1ccco1)Cc1ccco1 (stereo not given) | -17 | 0
16 | CCCn1c(N2CCN(S(=O)(=O)Cc3ccccc3)CC2)nc2ccccc21 | 11 | 3
17 | CCN(C(=O)COC(=O)CCCOc1ccccc1)c1c(N)n(Cc2ccccc2)c(=O)[nH]c1=O | 11 | 0
18 | Cc1cccc(N/N=C(\C(N)=O)C2=NC(C)(C)Cc3ccccc32)c1 | -10 | -12
19 | Cc1cccc(NC(=O)CSCC(=O)Nc2sccc2C#N)c1 | -1 | 2
20 | CC(=O)c1c(C)[nH]c(C(=O)COC(=O)CN2C(=O)C3CCCCC3C2=O)c1C (stereo not given) | -3 | -3
21 | Cc1cc(C(=O)Nc2ccc(C(=O)O)cc2)c(-c2ccccc2)o1 | -1 | 12
22 | O=C(N/N=C/c1cc([N+](=O)[O-])ccc1O)c1cccc2cc[nH]c12 | 61* | -22*
23 | CC(C)CNS(=O)(=O)c1ccc(CCC(=O)NCc2ccco2)cc1 | -13 | 11
24 | O=[N+]([O-])c1cccc(C(=Nc2cccc(Cl)c2)NO)c1 | -11 | -1
25 | O=C(Nc1ccc(Br)c(Cl)c1)C1CC1 | 10 | -6
26 | CCCCC1CC(CSC(=N)N)OC1=O (stereo not given) | -13 | 4
27 | CCOc1ccc(NC(=S)N2CCC(N(C)CC3CCCO3)CC2)cc1 (stereo not given) | -7 | 7
28 | N#CC1=CC2CN(Cc3ccccc3)C1C1C(=O)N(c3ccccc3)C(=O)C21 (stereo not given) | 2 | 6
29 | Cc1ccc(CNC(=O)CSc2nccn(-c3ccc(C)c(F)c3)c2=O)cc1 | 12 | -5
30 | CN(C)CCOc1cc(Cl)cc(Cl)c1 | -4 | 10

# Sorted by number of heavy atoms (largest number first): part of the list above
item | smiles | TAG inh | TAG inh DAPI viability
12 | CCOc1cccc2sc(N(CCCN(C)C)C(=O)c3ccc(S(=O)(=O)N(CC)Cc4ccccc4)cc3)nc12 | 8 | 1
5 | Cc1ccc(Cn2c(C(C)Nc3nc(-c4ccc(Cl)cc4)cs3)nc3cc(C(=O)NCCCO)ccc32)cc1 (stereo not given) | -13 | 8
13 | COc1ccc(-c2oc3ccc(-c4ccc5c(c4)OCO5)cc3c2C#CC2(O)CCCCC2)cc1 | -5 | i
10 | COc1cc(Cn2c3ccc(NC(=O)CC(C)C(F)(F)F)cc3c(=O)n2C)ccc1F (stereo not given) | -3 | 2
29 | Cc1ccc(CNC(=O)CSc2nccn(-c3ccc(C)c(F)c3)c2=O)cc1 | 12 | -5
2 | CCn1nc(C(=O)NCC2COc3ccccc3O2)c2ccccc2c1=O (stereo not given) | -3 | 2
27 | CCOc1ccc(NC(=S)N2CCC(N(C)CC3CCCO3)CC2)cc1 (stereo not given) | -7 | 7
9 | C=CCn1c(=O)c(C(=O)Nc2ccccc2O)c(O)c2ccccc21 | 6 | -2
21 | Cc1cc(C(=O)Nc2ccc(C(=O)O)cc2)c(-c2ccccc2)o1 | -1 | 12
19 | Cc1cccc(NC(=O)CSCC(=O)Nc2sccc2C#N)c1 | -1 | 2
24 | O=[N+]([O-])c1cccc(C(=Nc2cccc(Cl)c2)NO)c1 | -11 | -1
6 | CC(C)Cc1nnc(NS(=O)(=O)c2ccccc2)s1 | 0 | 0
3 | Cc1ccc(CNc2nc3ccccc3s2)s1 | -41 | -18
26 | CCCCC1CC(CSC(=N)N)OC1=O (stereo not given) | -13 | 4
30 | CN(C)CCOc1cc(Cl)cc(Cl)c1 | -4 | 10

# Carrying on:
item | smiles | TAG inh | TAG inh DAPI viability
31 | O=C(NCc1cccnc1)C(=O)NCC1OCCN1S(=O)(=O)c1ccc(Cl)cc1 (stereo not given) | 4 | 10
32 | Cc1ccc(Cn2c(SCC(=O)NCC3CCCO3)nc3c(sc4ccccc43)c2=O)cc1 (stereo not given) | -1 | -3
33 | CCCCn1c(N)c(N(CC)C(=O)C(c2ccccc2)c2ccccc2)c(=O)[nH]c1=O | -2 | 19
34 | CCOC(=O)C1CCCN(Cc2cc(=O)oc3cc(C)c(C(C)C)cc23)C1 (stereo not given) | -4 | -16
35 | NC(=O)C1=C(c2ccccc2)c2ccccc2C1=O | -4 | 11
36 | COC(=O)C1(CCSC)NC(c2ccc(O)cc2)C2C(=O)N(c3ccc(F)cc3)C(=O)C21 (stereo not given) | -4 | 11
37 | COc1ccc(/C=N/NC(=O)CNC(=O)c2ccc3c(c2)OCCO3)cc1OC | -16 | -5
38 | COc1ccc(S(=O)(=O)N(CC(=O)Nc2cc(C)on2)Cc2ccccc2)cc1 | 16 | -3
39 | CSCC[C@H](NC(=O)Nc1cccc(Br)c1)C(=O)O | 2 | -2
40 | CC(C)CN(C(=O)C(c1ccccc1)c1ccccc1)c1c(N)n(CC(C)C)c(=O)[nH]c1=O | 12 | -16
41 | O=C(O)C12CC3CC(C1)CC(n1ncc(NCc4ccco4)c(Cl)c1=O)(C3)C2 | 10 | -10
42 | Cc1c(CN(C)C(=O)c2sc3cc(Cl)ccc3c2Cl)cnn1C | -23 | 11
43 | Cc1nc(-c2nnc(-c3ccccc3)o2)c(C(F)(F)F)o1 | 9 | -4
44 | Cc1ccsc1-c1nc(CN2CCCC2c2ccc(F)cc2)c(C)o1 (stereo not given) | 9 | 0
45 | CCN(C)c1ccc(/C=N\n2nnnc2N)cc1 | 45 | -5
46 | C/C(=N\n1c(C)nc2ccccc2c1=O)c1ccc(N)cc1 | -17 | 2
47 | CN1C(=O)/C(=C2/C=CC=CN2C)OC1=S | 4 | 12
48 | Cn1c(SCc2ccc([N+](=O)[O-])cc2)nc2c(c1=O)SCC2 | 6 | -6
49 | CNC(=S)N(CCc1c(C)[nH]c2ccc(C)cc12)Cc1cc(OC)c(OC)c(OC)c1 | 12 | -13
50 | COc1ccc(N2CCN(CCC3Oc4cc([N+](=O)[O-])ccc4NC3=O)CC2)cc1 (stereo not given) | -6 | -4
51 | Cc1nc2ccc(S(=O)(=O)NCC(=O)Nc3cccc(F)c3)cc2s1 | 7 | -3
52 | Cc1ccc(N2CC(C(=O)NCc3ccc(C)n3C)CC2=O)cc1 (stereo not given) | -2 | -2
53 | CCC(C(=O)Nc1nnc(-c2ccco2)s1)c1ccccc1 (stereo not given) | 1 | -4
54 | COc1ccc(NC(=O)CSc2nnc(CNC(=O)COc3ccc(Cl)cc3)o2)cc1 | 1 | -2
55 | CC1(OC(=O)C2CCCC2)C(=O)C=C2C=C(c3ccsc3)N(C3CCCC3)C=C2C1=O (stereo not given) | 8 | -7
56 | Cc1ccc(SCCC(=O)NCCSCc2ccco2)cc1 | -3 | -4
57 | COc1ccc2c(c1)CC/C2=N\OC(=O)c1ccccc1OC | -20 | 11
58 | CC(=O)c1cn(Cc2ccccc2)c(=O)[nH]c1=O | 3 | 5
59 | Cc1cc(C)nc(SCc2n[nH]c(=S)n2C)n1 | 14 | -9
60 | CCSc1nnc(NC(=O)[C@@H](NC(=O)c2cc(OC)cc(OC)c2)C(C)C)s1 | 6 | -7

# Carrying on.
item | smiles | TAG inh | TAG inh DAPI viability
61 | O=C(CSc1nc2ccccc2o1)N1CCN(c2ccc(Cl)cc2)CC1 | -11 | -8
62 | Cc1ccc(OCC(=O)O/N=C(\N)c2cccnc2)cc1 | 18 | -1
63 | COC(=O)c1ccc(CN(c2ccc(C)cc2)S(=O)(=O)c2ccc3c(c2)OCCO3)o1 | -10 | -9
64 | COc1ccc(OCC(=O)N2N=C(C)CC2(O)C(F)(F)F)cc1 (stereo not given) | 3 | 0
65 | O=C(CSc1ccc(-c2ccco2)nn1)Nc1ccccc1F | 7 | -4
66 | CCCCn1c(=NC(=O)c2ccco2)c(C(=O)OCC)cc2c(=O)n3ccccc3nc21 | 17 | 55
67 | S=C(Nc1ccccc1Cl)N(Cc1ccccc1)Cc1cccnc1 | -5 | -5
68 | Cc1noc2ncnc(Oc3ccccc3Cl)c12 | 6 | 3
69 | CN(O)/C=c1/ccc2c(n1)C(=O)C=CC=2 | -2 | 1
70 | Cc1cccc(-n2ncc3c(NCCN4CCOCC4)ncnc32)c1 | -4 | -4
71 | O=C(O)CSc1cccnc1Sc1ccc(Cl)cc1 | 15 | 0
72 | N=c1c2ccccc2nc2n1CCCCC2 | 6 | -1
73 | COC(=O)/C(C#N)=C1/C=Cc2ccccc2N1C | 23 | -2
74 | C=CC(=O)Nc1ccc(Nc2nc(NC3CCC(N(C)C)CC3)nc3c2ncn3C(C)C)cc1 (stereo not given) | 113 | -76
75 | O=C(CNC(=O)c1sc2ccccc2c1Cl)NCc1cccnc1 | 3 | -5
76 | CCn1c(=O)c(C(=O)CN2CCN(S(=O)(=O)c3cc(C)ccc3C)CC2)c(N)n(Cc2ccccc2)c1=O | 1 | 9
77 | COc1ccccc1C(=O)Nc1cc2ccccc2oc1=O | 17 | 18
78 | O=C(C1CCCC1)N1CCC(CC2CC(c3cccc(Br)c3)=NO2)(C(=O)NCC2CCCCC2)CC1 (stereo not given) | 10 | -2
79 | NC(=O)c1c(NC(=S)Nc2ccc(F)cc2)sc2c1CCCC2 | 5 | -6
80 | OCCNc1ncnc2c1sc1nc(N3CCOCC3)c3c(c12)CCC3 | 20 | 7
81 | CCCN(CC(=O)Nc1ccccc1C)C(=O)C1CC(=O)N(c2cccc(C)c2C)C1 (stereo not given) | -12 | -1
82 | Cc1ccc(-n2c(=O)c3c(c4cc(C)ccc4n3C)n(CC(=O)NCC3CCCO3)c2=O)cc1 (stereo not given) | 18 | 10
83 | C[C@H](CO)N1C[C@H](C)[C@@H](CN(C)S(=O)(=O)c2cccs2)Oc2c(NC(=O)Nc3ccccc3)cccc2C1=O | -18 | -7
84 | CCCCn1c(N)c(N(CCOC)C(=O)C2CC(=O)N(c3cccc(SC)c3)C2)c(=O)[nH]c1=O (stereo not given) | -1 | 15
85 | O=C(c1ccccc1OC(F)F)N1CCN(S(=O)(=O)c2ccc3c(c2)OCCCO3)CC1 | -17 | 2
86 | CC1CC(C)CN(C(=O)c2ccccc2Nc2ccc(SC(F)F)cc2)C1 (stereo not given) | -11 | -5
87 | COc1ccc(N(C(=O)c2cccnc2)S(=O)(=O)c2ccc(OC)c(OC)c2)cc1 | 11 | -6
88 | Cc1ccc(S(=O)(=O)N2CCN(Cc3csc(C)n3)CC2)cc1 | 2 | 5
89 | CC(C)[C@H](NC(=O)NC1CCN(Cc2ccccc2)CC1)C(=O)O | -9 | 14
90 | Cc1cc(C(=O)N2CCC2(C)C(=O)NCc2cccc3ccccc23)nn1C (stereo not given) | -15 | -11

# Two entries from above, as labelled records:
36. COC(=O)C1(CCSC)NC(c2ccc(O)cc2)C2C(=O)N(c3ccc(F)cc3)C(=O)C21 (stereo not given)
  TAG inh: -4	TAG inh DAPI viability: 11
37. COc1ccc(/C=N/NC(=O)CNC(=O)c2ccc3c(c2)OCCO3)cc1OC
  TAG inh: -16	TAG inh DAPI viability: -5

# Compound activity: PubChem, Sanford-Burnham Center for Chemical Genomics
